Source: PubChem BioAssay
P. falciparum M17LAP – P. falciparum M17LAP inhibitors, primary screen, biochemical, fluorogenic H-Leu-NHMec substrate, 1536-well (AID 1619); inhibition, % at 30 µM; hits with a dose series show IC50 in µM; recombinant M17LAP, H-Leu-NHMec fluorogenic kinetic assay; higher % means a stronger effect; 0.38% of 220,000 active;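 active means compound inhibiting the enzyme by more than half at any dose during confirmatory dose-response retesting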;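 further: plate controls were full reaction with DMSO carrier for no effect and no enzyme background for full effect; strong numbers were not always called active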
NOD2 inhibition – NOD2 signaling inhibitors, cell-based, luminescence, uHTS, HEK293 (AID 1566). 0.63% of 290,000 active. inhibition, % at 4 µM, or EC50 in µM where a hit was titrated. HEK293 NOD2/NF-kB luciferase reporter, luminescence; higher % means a stronger effect; in the data active means inhibition above about 50%; further: many of its hits are not listed in these tables
Insulin prom up – MIN6 insulin promoter up-regulation; 0.3% of 190,000 active; MIN6 insulin promoter-GFP reporter, high-content imaging; stronger effect = higher value; z-score at 5 µM;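 active means z-score above 3 at 5 µM with at least 500 cells counted in the well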
MT stabilize HCS – microtubule stabilizers in HeLa cells; 0.83% of 200,000 active; HeLa tubulin immunostaining HCS, 24 h; share of cells brighter than vehicle mean+2SD; % tubulin-high responders, % at 10 µM;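 active means plate Z-score above 3 for both tubulin-high and condensed-nucleus cell shares, with cell loss under 80%, at 10 µM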;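 further: anti alpha tubulin signal scored within the nucleus-defined area of each cell; some results filed as inactive read as strong as hits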
Autophagy HCS – alters autophagy in cells | calls only at 10 µM (by protocol) | 0.98% of 190,000 active | AID 463193 | MEF GFP-LC3 puncta imaging; test concentration mostly 10 µM;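 active means percentage of spot-positive cells more than 3 SD above its plate mean, without a fluorescence outlier flag or 80% toxicity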;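 further: spot-positive cell cutoff set from DMSO-treated cells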
Dynein cargo inh – dynein cargo transport inhibition | z-score, hits read low | 3617.4 mouse cells, GR-EGFP nuclear translocation imaging; test concentration mostly 20 µM; stimulated with dexamethasone, 1 µM; stronger effect = lower value | 0.47% of 220,000 active | AID 1381;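 active means plate z-score of nuclear minus cytoplasmic receptor signal below a set negative limit, without overly bright fluorescence or cell loss, cut at about -3.5 in these data, passing the limit was not always enough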;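 further: z-score of nuclear minus cytoplasmic ring GR-EGFP intensity difference per well; some compounds called inactive have numbers as strong as hits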
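Buffer or medium – tet-free medium with charcoal-stripped serum · Signal – automated 10x imaging of fixed Hoechst-stained cells · Also added – dexamethasone agonist, 1.0 µM final, for 30 min · Incubation – induction 48 h, compound 1 h, agonist 30 min · Read-out – GR-EGFP nuclear translocation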
NOD1 inhibition – NOD1 signaling inhibitors, primary screen, cell-based, luminescence, uHTS (AID 1578). NOD1-driven NF-kB luciferase reporter cells, luminescence; higher % means a stronger effect. inhibition, % at 4 µM; hits with a dose series show EC50 in µM. 1% of 290,000 active; in the data active means inhibition mostly above about 36%, no sharp cut-off; inactive means mostly below about 34%;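 further: HEK-293T reporter cells stimulated with the NOD1 agonist gamma-tri-DAP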
Yfh1-depleted yeast – mitochondrial function rescue without frataxin homolog – Friedreich's ataxia, plus single-dose screen, dose response (AID 1465); one-dose fold induction at 50 µM; EC50 in µM for titrated hits; S. cerevisiae Yfh1-off respiration, WST-1 reduction, 72 h; higher fold induction means a stronger effect; 0.074% of 220,000 active;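 active means fold induction of absorbance versus untreated yeast above a set limit, then at least 30% activation at any dose in follow-up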;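 further: activators that raise dye reduction in frataxin-depleted yeast; strong numbers were not always called active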
b-catenin transl – beta-catenin nuclear translocation modulation; 0.3% of 190,000 active; HeLa beta-catenin nuclear translocation, immunofluorescence imaging; nuclear translocation activity, % at 5 µM;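 active means nuclear translocation activity above 50% at 5 µM, with a well cell count of 50 or more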;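 further: per-cell ratio of nuclear to cytoplasmic median beta-catenin stain intensity; plate controls were DMSO negative control for no effect and GSK-3 inhibitor IX positive control for full effect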
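Assay system: human HeLa cells, native beta-catenin; doses: 5 µM primary, 0.02–20 µM confirmation; incubation: compound treatment 24 h, 37°C, 5% CO2; technique: fluorescence imaging of beta-catenin antibody stain plus DAPI; measure: % activation, nuclear-to-cytoplasmic median beta-catenin signal ratio per cell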
Dynein cargo inh cytoplasmic EGFP – recorded beside Dynein cargo inh, whose call it bears; z-score; measured here: cytoplasmic GR-EGFP intensity; stronger effect = higher value
Dynein cargo inh nuclear GR-EGFP – second read-out of Dynein cargo inh, no call of its own (marks repeat the call); z-score; measured here: nuclear GR-EGFP intensity;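 lower value marks the stronger effect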
Dynein cargo inh cell count – also measured in Dynein cargo inh; calls as there; z-score; measured here: cell count per field
Insulin prom up cell count – also measured in Insulin prom up; calls as there; cell count; measured here: cytotoxicity, nuclei count;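 total cells summed across four imaged fields per well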
b-catenin transl cell count 5 µM – further read-out of b-catenin transl, marked with its call; cell count; measured here: cell count, cytotoxicity flag
MT stabilize HCS Hoechst-high % – second read-out of MT stabilize HCS, no call of its own (marks repeat the call); % Hoechst-high responders; measured here: nuclear condensation Hoechst responders;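 share of cells brighter than vehicle mean plus two SD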
MT stabilize HCS cytotoxicity % – also measured in MT stabilize HCS; calls as there; toxicity, %; measured here: cytotoxicity by cell density;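 0% = mean cell density of plate MIN control wells and 100% = no cells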
Autophagy HCS cell loss 18 h – recorded beside Autophagy HCS, whose call it bears; toxicity, %; measured here: cell loss, nuclei count;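 cell loss after 18 h compound exposure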
The depositor's hits bear a star; i = inactive; . = no result given. This is a subset; the hit share may differ from the screen's.

mol	Autophagy HCS	Dynein cargo inh cytoplasmic EGFP	Insulin prom up	Dynein cargo inh cell count	Dynein cargo inh	P. falciparum M17LAP	MT stabilize HCS Hoechst-high %	MT stabilize HCS cytotoxicity %	Dynein cargo inh nuclear GR-EGFP	Autophagy HCS cell loss 18 h	NOD2 inhibition	Insulin prom up cell count	Yfh1-depleted yeast	b-catenin transl cell count 5 µM	b-catenin transl	NOD1 inhibition	MT stabilize HCS
COC(=O)c1[nH]c2ccc(F)cc2c1NC(=O)CCN1CC(C)OC(C)C1 (stereo not given)	i	-0.2	0.36	-0.45	1.1	5%	1.2	5.2	1.4	-28	13%	1163	i	869	-2.1	-2%	2.5
Cc1ccc(S(=O)(=O)n2nc(-c3ccc(Cl)cc3)nc2NCc2ccco2)cc1	i	-0.23	0.54	0.066	-1.2	8%	2.7	21	-0.24	3	0%	1285	i	.	.	23%	2.9
CCOc1ccc(NC(=S)C(C#N)=C2N(C)c3ccccc3N2C)cc1	i	-0.19	.	-0.9	1.8	10%	1.3	0.8	0.96	12	2%	.	i	557	-2.5	-15%	2.9
Cc1ccc(-c2nnc3sc(C4COc5ccccc5O4)nn23)cc1 (stereo not given)	i	-0.16	-0.57	0.23	-0.12	-10%	1.7	2.2	0.13	14	-10%	1087	i	1188	-1.0	-18%	2.3
Cc1cc(C)cc(Nc2cc(C)nc3nc(C)nn23)c1	i	-0.17	0.39	0.39	-0.29	2%	2.2	7.0	-0.1	15	-3%	847	i	.	.	-6%	4.6
CC(=O)NC(Cc1ccccc1)C(=O)N1CCN(C(=S)NCC(C)C)CC1 (stereo not given)	i	-0.21	-0.19	0.44	-0.47	2%	0.9	5.4	-0.16	54	4%	1042	i	1103	1.2	-26%	1.0
CC(=O)c1cccc(CN2CCN(C3CCCC3)C(CCO)C2)c1 (stereo not given)	i	-0.3	-0.4	0.43	-0.17	.	0.6	1.3	0.28	11	4%	1437	i	1002	0.9	-19%	1.1
O=CNC(Cc1ccccc1)C(=O)O (stereo not given)	i	0.11	-0.42	0.52	0.04	12%	1.8	7.1	0.22	-17	7%	860	i	.	.	-18%	2.9
Cc1ccc(S(=O)(=O)Nc2ncc(C(F)(F)F)cc2Cl)cc1	i	-0.3	0.5	-0.32	0.23	2%	1.3	0.4	0.41	-21	15%	1522	i	1431	0.9	-3%	2.9
COc1ccc(C(=O)CSc2nnc(-c3ccco3)o2)cc1	i	-0.17	0.35	0.046	-0.094	25%	1.4	1.2	-0.62	-7	4%	1473	i	1491	0.8	-27%	1.4
CCOc1ccc(NC(=O)CSc2ncc(-c3ccc(F)cc3)n2Cc2ccco2)cc1	.	-0.8	0.4	0.084	-0.84	.	.	.	-0.68	.	-41%	1061	i	1344	0.2	17%	.
CC(C)N1C(=O)C2C(C(=O)NC3CCCCC3)C3C=CC2(O3)C1C(=O)NC1CCCCC1 (stereo not given)	i	0.36	-0.1	-2.4	1.4	2%	2.6	1.7	0.082	5	13%	1113	i	927	-5.3	15%	5.2
CCCCc1ccc(NC(=O)N[C@H](C(=O)O)C(C)C)cc1	i	-0.25	.	-0.13	-0.3	7µM*	0.6	12	0.12	-7	12%	.	i	1163	-0.9	-42%	1.1
O=C(Cc1c(F)c(F)c(F)c(F)c1F)OC12CC3CC(C1)C(=O)C(C3)C2	i	-0.23	0.51	-0.26	2	-6%	2.3	9.7	1.3	-9	9%	1046	i	1157	1.8	20%	3.0
CCn1c(=O)c2cc(S(=O)(=O)NC3CCCCC3)ccc2n(CC)c1=O	i	-0.3	0.08	-0.43	2	8%	1.2	6.6	0.2	-10	5%	1212	i	.	.	-25%	2.2
CC1=C(C(=O)Nc2ccccc2)C(c2cccs2)n2nnnc2N1 (stereo not given)	i	-0.25	0.43	0.23	-0.063	7%	1.2	5.6	0.19	8	8%	1808	i	1141	0.1	-11%	2.1
O=C(OCc1ccc([N+](=O)[O-])cc1)c1ccccn1	i	-0.29	0.16	1.4	-0.99	-2%	1.2	4.3	-0.31	12	-10%	1454	i	1075	-3.4	-24%	4.0
CC(=O)Nc1ccc(S(=O)(=O)NCCC(=O)Nc2ccc(C)c(Cl)c2)cc1	i	-0.3	.	0.16	-0.048	11%	3.1	2.9	-0.15	-12	4%	.	i	939	0.2	-37%	2.3
NC(=O)CNC(=O)c1cccc(Cl)c1	.	-0.24	0.1	-0.78	2.1	0%	.	.	0.93	.	-11%	1060	i	1314	0.1	-11%	.
CCCCC(C(=O)NCCC(C)C)N(CCCN1CCOCC1)C(=O)c1snc(C(N)=O)c1N (stereo not given)	i	-0.2	-0.43	0.32	-0.21	-5%	1.7	9.3	0.047	-6	8%	1188	i	1087	3.1	20%	2.1
Cc1scc(C(=O)NCc2ccco2)c1-c1ccccc1	i	-0.27	0.2	0.5	-0.4	35%	2.9	4.2	0.39	22	0%	1118	i	1120	3.8	-9%	2.5
CCCN=C1NC(=O)C(CC(=O)NCCc2ccccc2)S1 (stereo not given)	i	-0.31	1.6	0.54	-0.49	3%	1.6	9.9	-0.24	2	9%	918	i	1083	0.6	3%	9.5
O=C(O)COc1ccccc1/C=N/NC(=O)CSc1nnc(SCc2ccccc2)s1	.	-0.24	-0.69	-0.31	0.73	28%	.	.	0.78	.	0%	1058	i	1242	0.5	-6%	.
CCOC(=O)CSc1ncc(OC)c(Sc2ccc(Cl)cc2)n1	i	.	.	.	.	-6%	1.4	7.3	.	18	5%	.	i	.	.	-1%	1.5
CCOC(=O)/C(C#N)=C/c1cc(C)n(-c2ccccc2)c1C	i	0.12	0	0.56	-0.31	-5%	1.7	4.2	0.2	7	-35%	1036	i	.	.	-10%	1.6
CC1=CC(C)(C)N2C(=O)C3(C(C#N)=C(N)Oc4cc(O)ccc43)c3cccc1c32 (stereo not given)	i	0.063	0.24	-0.1	0.44	-4%	2.2	2.5	0.8	13	-16%	1072	i	.	.	.	7.7
COc1ccc(C2CC3(CC(C)(C)NC(=S)N3)Oc3cc(O)cc(C)c32)cc1OC (stereo not given)	i	-0.28	.	0.32	-0.15	-3%	1.9	5.8	-0.036	11	-9%	.	i	1097	0.2	-28%	3.4
O=C(CCc1ccccc1)NNC(=S)Nc1ccc(F)cc1	i	-0.18	-0.35	0.034	0.28	5%	2.4	0.0	0.28	-6	10%	1182	i	1089	-0.3	-18%	3.1
Cc1ccc(-n2c(=O)c3ccc(C(=O)NCc4ccco4)cc3n(Cc3ccccc3C#N)c2=O)cc1	i	-0.22	-0.45	-1.8	1.1	-8%	4.1	4.6	1.3	3	20%	1428	i	1168	0.1	0%	4.5
CC(C)c1nnc(NC(=O)C2CCN(S(=O)(=O)c3ccc(-n4cnnn4)cc3)CC2)s1	i	-0.3	1.2	0.2	-0.23	11%	3.3	1.6	-0.2	-4	2%	1558	i	1110	-4.9	-38%	2.5
O=[N+]([O-])c1cccc(C2=NCCS2)c1	i	-0.16	0.29	-0.35	0.46	-7%	2.3	0.6	-0.041	9	-7%	1140	i	472	-3.9	33%	3.6

Entries of single compounds, quoted from the list. Order of screens: Autophagy HCS	Dynein cargo inh cytoplasmic EGFP	Insulin prom up	Dynein cargo inh cell count	Dynein cargo inh	P. falciparum M17LAP	MT stabilize HCS Hoechst-high %	MT stabilize HCS cytotoxicity %	Dynein cargo inh nuclear GR-EGFP	Autophagy HCS cell loss 18 h	NOD2 inhibition	Insulin prom up cell count	Yfh1-depleted yeast	b-catenin transl cell count 5 µM	b-catenin transl	NOD1 inhibition	MT stabilize HCS
Listed for `CC(C)N1C(=O)C2C(C(=O)NC3CCCCC3)C3C=CC2(O3)C1C(=O)NC1CCCCC1` (stereo not given) = i	0.36	-0.1	-2.4	1.4	2%	2.6	1.7	0.082	5	13%	1113	i	927	-5.3	15%	5.2
Listed for `CCOc1ccc(NC(=O)CSc2ncc(-c3ccc(F)cc3)n2Cc2ccco2)cc1` = .	-0.8	0.4	0.084	-0.84	.	.	.	-0.68	.	-41%	1061	i	1344	0.2	17%	.
Listed for `Cc1scc(C(=O)NCc2ccco2)c1-c1ccccc1` = i	-0.27	0.2	0.5	-0.4	35%	2.9	4.2	0.39	22	0%	1118	i	1120	3.8	-9%	2.5
